GAA glycogen: alters human alpha-glucosidase cleavage of glycogen | AID 2100 | P10253 | 0.38% of 300,000 active | Potency, µM (titrated, usually from 76.4 µM), without a hit: at the highest dose activity change, negative = inhibition, actives largely listed as inhibitors | recombinant GAA, glycogen substrate, Amplex Red glucose oxidase fluorescence;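 further: 0% = full enzyme reaction and -100% = no-enzyme basal signal; the screen sought inhibitors and activators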
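Recombinant enzyme (4 nM final) with compounds titrated up to 77 uM and bovine liver glycogen (30 ug) in citrate pH 5.0, 0.01% Tween-20, 37 C 40 min. Released glucose detected by Amplex Red/glucose oxidase (Ex 573/Em 610); AC50 from Hill fits.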
Tau fluor cs: counter-screen for tau fibril formation inhibitors; tau K18 P301L Alexa594 fluorescence, heparin fibrillization; Potency, µM (titrated, usually from 57.7 µM), without a hit: at the highest dose activity change, negative = decrease; 0.93% of 280,000 active; AID 1463; further: on the % scale 0 is the no-effect control and ±100 the full control effect; nearly all actives have a fitted effect of over 55% in size
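Human K18 P301L tau (15 uM unlabeled plus 0.24 uM Alexa 594-labeled, final) in 100 mM sodium acetate pH 7 was mixed with compound and 20 uM heparin and incubated 6 hr at 37 C.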
Tau fibril ThT: inhibitors of human tau fibril formation, thioflavin T binding; recombinant tau K18 P301L, heparin-induced fibrillization, ThT fluorescence; Potency, µM (series often up to 57.4 µM), without a hit: top-dose activity, negative = inhibition, most hits filed as inhibitors; 2.1% of 270,000 active; AID 1460; further: on the % scale 0 is the no-effect control and ±100 the full control effect; nearly all actives have a fitted effect of over 55% in size
Target sequence (P10636 561-689 P618L limits assumed): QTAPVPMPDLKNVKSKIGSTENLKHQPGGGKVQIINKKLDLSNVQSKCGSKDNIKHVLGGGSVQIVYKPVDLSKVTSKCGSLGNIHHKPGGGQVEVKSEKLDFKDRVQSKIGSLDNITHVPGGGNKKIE
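Using a mix of unlabeled (15 uM) and Alexa 594-labeled (0.24 uM) tau K18 P301L, heparin-triggered fibrillization over 6 hr at 37 C was scored by ThT fluorescence.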
aGal spleen mod: inhibitors or activators of human alpha-galactosidase in spleen homogenate; human spleen homogenate, 4MU-alpha-Gal fluorescence, 40 min; AID 2107; Potency, µM (series often up to 80 µM), for inactives: at the highest dose activity change, negative = inhibition, hits mostly inhibitors; 0.008% of 240,000 active;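 further: 0% = enzyme with vehicle and -100% = no enzyme basal signal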
Target sequence (P06280 32-429 limits assumed): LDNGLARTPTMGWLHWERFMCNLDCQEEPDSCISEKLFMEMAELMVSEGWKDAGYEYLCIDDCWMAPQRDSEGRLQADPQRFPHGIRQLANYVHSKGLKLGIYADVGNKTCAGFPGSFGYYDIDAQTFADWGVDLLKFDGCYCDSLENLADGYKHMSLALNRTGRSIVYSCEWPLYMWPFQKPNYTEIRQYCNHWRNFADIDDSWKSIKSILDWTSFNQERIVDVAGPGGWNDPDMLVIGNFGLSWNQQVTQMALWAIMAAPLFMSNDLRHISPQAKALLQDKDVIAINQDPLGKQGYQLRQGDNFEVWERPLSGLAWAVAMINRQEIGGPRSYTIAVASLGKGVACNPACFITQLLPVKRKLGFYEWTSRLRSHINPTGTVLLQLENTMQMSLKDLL
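Fluorogenic readout (Ex 365/Em 440 nm) of 4-methylumbelliferone released from 1 mM 4-MU-alpha-galactoside by spleen homogenate, 40 min at 37C, pH 5.0. Data normalized to no-enzyme and enzyme controls; Hill-equation AC50 from compound titrations.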
HTT cytoprotect: cytoprotection in Huntington HTT-Q103 PC12 cell model; PC12 HTT-Q103 induced, cytoprotection, ATP luminescence, 40 h; Potency, µM (doses to about 56.4 µM), for the others: cytoprotection (ATP increase), most hits filed as activators; 0.14% of 230,000 active;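 further: % of control where 0% means no effect; nearly all actives have a fitted effect of over 45% in size; toxic huntingtin expression switched on by the ecdysone agonist tebufenozide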
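Compounds added alongside 100 nM tebufenozide, which induces toxic Q103 huntingtin exon 1-GFP in stable PC12 cells; surviving cells quantified by luminescent ATP measurement. Medium: phenol red-free DMEM, 5% equine and 5% calf serum.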
GAA inh: alpha-glucosidase (human) inhibition. AID 1466. purified human GAA, 4-MU-alpha-glucoside fluorescence. Potency, µM (series often up to 76.9 µM), for the others: at the highest dose activity change, negative = inhibition, hits mostly inhibitors. P10253. 0.005% of 200,000 active;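 further: plate controls were uninhibited enzyme wells for no effect and no-enzyme background for full effect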
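Fluorescence at Ex 365/Em 440 nm from 4-methylumbelliferone reported enzyme activity after 20 min at room temperature. Reactions used 4 nM enzyme and 400 uM substrate at pH 5.0; curves fitted with the Hill equation.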
Tau FP inhib: blocks human tau fibril formation measured by polarization; P10636; K18 P301L tau heparin fibrillization, Alexa594 FP, 6 h; Potency, µM (top dose mostly 57.7 µM), for the others: at the highest dose activity, negative = inhibition, actives largely listed as inhibitors; 0.39% of 280,000 active; AID 1468; further: on the % scale 0 is the no-effect control and ±100 the full control effect; nearly all actives have a fitted effect of over 55% in size
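Recombinant K18 P301L […], labeled with Alexa 594 at 0.24 uM over 15 uM unlabeled; heparin inducer 20 uM final; 37 C, 6 hr; FP endpoint.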
aGlu spleen mod: inhibitors or activators of human alpha-glucosidase in spleen homogenate. P10253. human spleen homogenate, 4-MU-alpha-glucoside fluorescence. Potency, µM (highest dose often 79.9 µM), without a hit: at the highest dose activity change, negative = inhibition, most hits filed as inhibitors. 0.006% of 240,000 active. AID 2112;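 further: 0% = enzyme with vehicle and -100% = no enzyme basal signal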
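Compounds were titrated against alpha-glucosidase in spleen homogenate at pH 5.0, with 1 mM 4-methylumbelliferyl substrate for 40 min at 37 C. Reactions were quenched with pH 10 NaOH/glycine and fluorescence measured.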
Numbers without * were called inactive; u = inconclusive; x = no result given; [ ] = remark or other dose. The call rests on the fitted dose curve; in most records, active means well fitted curve in the direction sought with a large enough effect; inconclusive means small, poorly fitted or top-dose-only effect, or another doubt; inactive means no such curve, though single readings can be large; an effect the other way counts as inactive or inconclusive. Potency means the concentration at half of the fitted maximal effect.

| molecule | GAA glycogen | Tau fluor cs | Tau fibril ThT | aGal spleen mod | HTT cytoprotect | GAA inh | Tau FP inhib | aGlu spleen mod |
| --- | --- | --- | --- | --- | --- | --- | --- | --- |
| CCn1c(N)c(C(=O)NC2CCCCC2)sc1=S | -3% | -11% | -2% | -1% | 14%[10 µM] | -2% | 12% | -5% |
| O=C(/C=C/c1ccco1)OCc1nnc(-c2ccc(Cl)cc2)o1 | 0% | -19% | u | -6% | -23% | -6% | -2% | -2% |
| Cc1ccc(C2=NN(C(=S)Nc3ccccc3)C(c3ccco3)C2)cc1 (stereo not drawn) | -6% | u | -7% | -9% | -4% | -6% | -5% | -4% |
| Cc1cccc(NC(=O)COc2ccc(Br)cc2/C=N/O)c1 | -6% | -7% | -6% | 2% | -9%[10 µM] | 5% | -8% | -4% |
| Cn1ncc2c(N3CCN(c4ccc(Cl)c(Cl)c4)CC3)ncnc21 | -6% | 11% | 7% | -18% | -12%[10 µM] | 6% | 7% | -4% |
| CCOCCCn1cnc2c(c1=O)c1nc3ccccc3nc1n2-c1ccccc1 | 2% | -12% | u | 3% | -16%[0.074 µM] | u | -11% | -3% |
| O=C(O)c1cc(-c2ccccc2)n(-c2ccccc2C(=O)O)n1 | 6% | u | u | 1% | -40%[inhibitor] | -25% | u | -3% |
| CCC(C)c1ccc(O)c(NC(=O)c2cncc(Br)c2)c1 (stereo not drawn) | u | u | -15% | 0% | 21%[10 µM] | 7% | 11% | 1% |
| CCOc1cc(CNc2ccccc2SC)ccc1O | 28µM* | u | u | 6% | -11%[10 µM] | -7% | 10% | 6% |
| Cc1c(C(=O)NCCC2=CCCCC2)oc2ccc(S(=O)(=O)N3CCC4(CC3)OCCO4)cc12 | -12% | -13% | -15% | 1% | 8%[10 µM] | -11% | 10% | -4% |
| Cc1nn(Cc2c(F)c(F)c(F)c(F)c2F)c(C)c1NC(=O)c1nn(C)cc1[N+](=O)[O-] | 2% | -4% | -11% | 4% | 20% | 2% | 2% | 2% |
| COc1ccc(/C=N/Nc2nnc(Cc3ccc(OC)c(OC)c3)c(=O)[nH]2)cc1 | -6% | -3% | -3% | 9% | 4%[10 µM] | 4% | -5% | -2% |
| CC1CCc2c(sc3nnn(Cc4ccccc4Cl)c(=O)c23)C1 (stereo not drawn) | -15%[76.3 µM] | -17% | -4% | x | x | x | -10% | x |
| COC(=O)[C@H](Cc1ccccc1)NC(=O)NCCc1ccc(F)cc1 | 4% | -10% | -4% | -9% | 21%[10 µM] | x | -6% | -5% |
| O=C(CCN1C(=O)C2C3C=CC(C3)C2C1=O)Nc1ccccc1 (stereo not drawn) | 0% | 3% | 1% | -1% | 3%[10 µM] | 11% | 0% | -4% |
| Cc1ccc(/C=C/c2nnc(-c3ccc(C)cc3)o2)cc1 | 4% | -11% | u | -7% | -24% | 7% | -9% | -6% |
| COc1ccccc1CN1C(=O)c2ccncc2C1=O | -1% | 6% | 4% | 4% | -8% | u | -1% | -19% |
| COc1ccc(NC(=S)Nc2ccc(OC)cc2OC)c(OC)c1 | -3% | 1% | -2% | 4% | 4%[10 µM] | 1% | 2% | -2% |
| COC(=O)C1=C(C)NC(=S)NC1c1ccc(OC(=O)c2ccco2)cc1 (stereo not drawn) | -20% | -5% | -17% | 3% | 23%[10 µM] | 1% | 4% | -7% |
| CCCCCSc1nnc2c(n1)OC(C)N(C(C)=O)c1ccccc1-2 (stereo not drawn) | 3% | -2% | -2% | -1% | -4% | -14% | 0% | -4% |
| Cc1cc(NC(=O)C2CC(=O)N(c3ccccc3)C2)no1 (stereo not drawn) | 15% | -2% | 2% | 10% | -37%[10 µM] | 1% | 4% | 3% |
| CCCN(C(=O)c1c(C)oc2ncnc(N3CCOCC3)c12)c1ccc(Cl)c(Cl)c1 | 12%[76.3 µM] | -12% | -7% | x | x | x | 4% | x |
| CC(=O)c1cnc(Nc2cccc(Cl)c2Cl)s1 | -12% | -8% | -7% | 3% | -43% | 9% | 4% | 5% |
| CCn1c(SCC(=O)NCc2ccccc2)nnc1-c1c[nH]c2ccccc12 | -9% | -11% | -11% | -16% | -9% | -1% | -1% | 5% |
| O=C(O)[C@@H]1CSC2(CCSC2)N1 (stereo partly drawn) | 4% | -7% | -17% | -14% | -22%[0.074 µM] | 4% | u | 6% |
| Cc1cc(C(=O)Nc2sc3c(c2C#N)CCCC3)no1 | -10% | -9% | -20% | -1% | -31%[10 µM] | 3% | -2% | -2% |
| O=C(Nc1cccc(C(F)(F)F)c1)c1cc(Br)cc2c1OCC2 | 1% | -8% | -3% | 5% | -5%[10 µM] | -1% | u | 0% |
| CC(=O)c1ccc(NC(=O)C2=CC(c3cccs3)=NS(=O)(=O)N2C)cc1 | 10%[76.3 µM] | u | -12% | x | x | x | u | x |
| Nc1cccc(-c2cn3cc(C(F)(F)F)cc(Cl)c3n2)c1 | -6% | -20% | u | -5% | 6%[10 µM] | -1% | 6% | -9% |
| Cc1ccc(C)c(NC(=O)CSc2nnc(CNC(=O)c3cccs3)o2)c1 | 0% | 1% | 1% | 7% | -33%[inhibitor] | -1% | -2% | 3% |
| CC(=O)NS(=O)(=O)c1ccc(NC(=S)NC(=O)c2ccco2)cc1 | 1% | -1% | -2% | 0% | -8% | 5% | -10% | -8% |
| CC1CCCC(NC(=O)COC(=O)CCc2ccccc2)C1C (stereo not drawn) | 1% | -6% | -8% | -7% | -41% | -10% | 3% | x |
| Cn1c(=O)[nH]c(=O)c2c1nc(CN1CCOCC1)n2CCCc1ccccc1 | -18% | 4% | -4% | -4% | 9%[10 µM] | 0% | 3% | 2% |
| CS(=O)(=O)Nc1cccc(C2=NN(S(=O)(=O)c3ccccc3)C(c3cccs3)C2)c1 (stereo not drawn) | -5% | u | -5% | 5% | -31% | 5% | -11% | 3% |
| Cc1cc(NC(=O)c2cccs2)ncc1NC(=O)c1cccc(F)c1 | -1% | -16% | -13% | 1% | -14%[10 µM] | 10% | 3% | 3% |
| CCN1C(=O)/C(=C\c2ccco2)C(C(=O)OC)=C1C | -3% | -6% | u | -5% | -36% | -5% | -4% | -13% |
| CC1=NN(c2ccc(C)c(C)c2)C(=O)/C1=C\C=C\c1ccc([N+](=O)[O-])o1 | 2% | u | 25µM* | 1% | u | -3% | u | x |
| COc1cccc(Oc2coc3cc(OC(=O)N4CCOCC4)ccc3c2=O)c1 | 0% | 2% | -10% | 8% | 12%[10 µM] | -2% | 3% | -2% |
| O=C(COc1ccccc1)Nc1ccc(OCc2cc(=O)n3ccsc3n2)cc1 | -10%[76.3 µM] | -4% | u | x | x | x | -7% | x |
| CCn1c(-c2cccnc2Cl)nc2cc(Cl)c(Cl)cc21 | -2% | -23% | -15% | 1% | -2%[10 µM] | 7% | -3% | -5% |
| O=C(Nc1cccc2ccccc12)OCc1cncs1 | 20% | 1% | -4% | -3% | -22% | 13% | 14% | 1% |
| NC(CO)C(O)c1ccc([N+](=O)[O-])cc1 (stereo not drawn) | 6% | 2% | -5% | 7% | -42%[inhibitor] | u | -11% | 4% |
| Cc1onc(-c2ccccc2)c1CNS(=O)(=O)c1ccccc1 | 9% | -13% | -7% | 0% | -12%[10 µM] | -4% | -4% | 3% |
| CCC(C)NC(=O)COc1ccc(Br)c(C)c1 (stereo not drawn) | 4% | -8% | -10% | -3% | 5% | 0% | -13% | 0% |
| COc1ccccc1NC(=O)c1ccccc1S(=O)(=O)c1ccccc1[N+](=O)[O-] | -5% | -14% | -1% | 2% | x | 3% | 2% | -15% |
| Cc1cc(C)c(NC(=O)c2ccc(S(=O)(=O)N(C)C)cc2)c(C)n1 | 0% | -3% | -4% | 10% | -13% | -5% | 0% | 6% |
| CC1CCc2c(sc(NC(=O)CN3CCN(C(=O)c4ccco4)CC3)c2C#N)C1 (stereo not drawn) | 5% | 1% | -9% | -1% | -38%[inhibitor] | -2% | -3% | -2% |
| CCC(C)c1ccccc1NC(=O)COC(=O)c1ccc2c(c1)S(=O)(=O)c1ccccc1C2=O (stereo not drawn) | 11% | u | -12% | 2% | 12%[1.9 µM] | -7% | u | 1% |
| CN(Cc1cnn(C)c1)Cc1nc(COc2ccccc2)no1 | -11% | -6% | -5% | 7% | 9%[10 µM] | u | 1% | -6% |
| O=C(Oc1ccc(NC2=C(Cl)C(=O)c3ccccc3C2=O)cc1)c1ccc([N+](=O)[O-])cc1 | 13% | 2.8µM*[quencher] | 3.2µM* | -9% | 4%[1.9 µM] | 3% | u | -2% |

Next entries
| molecule | GAA glycogen | Tau fluor cs | Tau fibril ThT | aGal spleen mod | HTT cytoprotect | GAA inh | Tau FP inhib | aGlu spleen mod |
| --- | --- | --- | --- | --- | --- | --- | --- | --- |
| Cc1nc(/N=C(\N)N(C)C)[nH]c(=O)c1C | -9% | -2% | -3% | -1% | 3%[10 µM] | x | 0% | 3% |
| CC(=O)Nc1ccccc1N(C)S(=O)(=O)c1ccc(C)cc1 | -18% | -6% | 0% | -6% | -18% | 1% | -6% | -5% |
| CC(C)c1ccc(N2C(=O)CC(NNC(=O)c3cccnc3)C2=O)cc1 (stereo not drawn) | u | -18% | -17% | 6% | -7%[10 µM] | x | -5% | -1% |
| NC(=O)Nn1c(CCC(=O)O)ccc1-c1ccc(F)cc1 | 4% | -4% | -2% | 11% | 16% | -2% | 8% | 1% |
| O=C1NCCN/C1=C\C(=O)c1ccccc1 | 10% | -10% | -8% | 8% | -6% | -15% | -5% | 1% |
| Cc1c2cnn(-c3ccccc3)c(=O)c2c(C)n1C(C)C(=O)NCc1cccc(Br)c1 (stereo not drawn) | 3%[76.3 µM] | -11% | -9% | x | x | x | 7% | x |
| O=C(Nc1cccc(Cl)c1N1CCCC1)c1ccc(Br)o1 | -1% | -10% | -10% | 4% | -2% | -6% | -5% | -3% |

Compound activity: PubChem, National Center for Advancing Translational Sciences (NCATS)

Rows were taken by chance. Share with any hit: about 3.3%.
